Bioassay records as filed in PubChem BioAssay.
APJ antag: antagonists of human apelin receptor APJ, primary screen, CHO-K1 cells, beta-arrestin complementation, luminescence; P35414; inhibition, % at 20 µM; 0.32% of 330,000 active; AID 2521, 2010;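 active means inhibition above about 40% at 20 µM, limit read from the data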;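 further: cells challenged with 10 nM apelin-13 agonist together with compound; plate controls were apelin-13 plus DMSO wells for no effect and DMSO wells lacking apelin-13 for full effect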
Gli-Sufu block: Gli-Sufu pathway antagonists, primary screen, luciferase luminescence, Sufu-KO-LIGHT cells, uHTS; 0.74% of 340,000 active; inhibition, % at 5 µM; Sufu-KO-LIGHT fibroblasts, Gli luciferase reporter luminescence;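 active means inhibition above about 55%, limit read from the data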;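 further: 0% = DMSO-treated cells and 100% = wells with medium but no cells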
ATG4B inhibitor: ATG4B protease inhibitors, primary screen, biochemical, fluorescence, uHTS; AID 504462, 2011; inhibition, % at 8.33 µM; ATG4B cleavage of LC3-PLA2, NBD-HPC fluorescence, 1 h; Cysteine protease ATG4B (Homo sapiens), Q9Y4P1; 0.51% of 340,000 active; in the data active means inhibition above about 40%
Target sequence (Q9Y4P1 whole entry, looked up): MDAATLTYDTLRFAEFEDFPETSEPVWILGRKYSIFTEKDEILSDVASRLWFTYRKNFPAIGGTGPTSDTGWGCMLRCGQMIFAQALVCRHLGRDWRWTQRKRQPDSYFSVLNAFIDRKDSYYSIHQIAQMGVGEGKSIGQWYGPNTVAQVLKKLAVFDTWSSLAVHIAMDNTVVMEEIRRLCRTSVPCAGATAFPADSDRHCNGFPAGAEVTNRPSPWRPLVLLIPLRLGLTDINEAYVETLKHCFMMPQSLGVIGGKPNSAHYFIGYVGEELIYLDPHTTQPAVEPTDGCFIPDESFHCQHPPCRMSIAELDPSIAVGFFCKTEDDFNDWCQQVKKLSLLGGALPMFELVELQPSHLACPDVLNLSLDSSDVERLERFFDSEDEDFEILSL
CCR6 antagonist: CCR6 receptor antagonists, primary screen, cell-based, CHO-K1, luminescence, beta-arrestin, uHTS. C-C chemokine receptor type 6 (Homo sapiens), P51684. CHO-K1 CCR6 PathHunter beta-arrestin, CCL20-stimulated. inhibition, % at 20 µM. 0.49% of 340,000 active;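 active means compounds whose inhibition of the agonist-driven luminescence signal at 20 µM reaches about 50%, limit read from the data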;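 further: cells stimulated with CCL20 at 14 nM final; plate controls were DMSO with CCL20 for no effect and DMSO without agonist for full effect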
Target sequence (P51684 whole entry, looked up): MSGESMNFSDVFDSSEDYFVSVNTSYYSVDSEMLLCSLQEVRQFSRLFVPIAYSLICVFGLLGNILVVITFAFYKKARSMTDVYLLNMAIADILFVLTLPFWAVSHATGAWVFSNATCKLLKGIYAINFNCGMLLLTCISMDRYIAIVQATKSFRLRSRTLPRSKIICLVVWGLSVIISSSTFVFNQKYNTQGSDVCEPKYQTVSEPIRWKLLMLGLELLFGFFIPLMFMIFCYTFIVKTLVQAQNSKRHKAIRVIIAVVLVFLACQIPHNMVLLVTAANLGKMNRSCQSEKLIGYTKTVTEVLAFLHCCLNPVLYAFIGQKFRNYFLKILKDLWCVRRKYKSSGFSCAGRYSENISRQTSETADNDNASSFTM
EBI2 block: EBI2 receptor antagonists, beta-arrestin recruitment, primary screen, cell-based, luminescence, 7a,25-OHC stimulation, uHTS; G-protein coupled receptor 183 (Homo sapiens), P32249; 7a,25-OHC stimulated; inhibition, % at 5 µM; 0.81% of 360,000 active; in the data active means inhibition above about 38%;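 further: enzyme fragment complementation signal reports receptor beta-arrestin coupling in cells; 0% = agonist plus DMSO wells and 100% = wells without agonist; some results beyond the cut were filed as inactive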
APJ agonist: agonists of human apelin receptor APJ, primary screen, CHO-K1 cells, PathHunter beta-arrestin, luminescence; 0% DMSO wells, 100% apelin; activation, % at 20 µM; 0.11% of 330,000 active; AID 2520, 2010;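 active means activation more than six SD over the plate average, tested at 20 µM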;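 further: 0% = DMSO alone and 100% = apelin-13 at 10 nM; some results filed as inactive read as strong as hits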
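Test system – PathHunter CHO-K1 APJ (AGTRL-1) beta-arrestin reporter cells · Input – 1000 cells/well · Compound – single test compound dose, 20 µM final, 1% DMSO · Times – compound stimulation 90 min at 25 °C, detection 60 min · Technique – beta-gal luminescence · Read-out basis – APJ–arrestin association signal · Control set – negative DMSO alone, positive Apelin-13 at 10 nM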
CXCR6 block: CXCR6 receptor inhibitors, primary screen, cell-based, beta-arrestin, luminescence, CHO-K1 PathHunter, 1536-well; inhibition, % at 20 µM; 0.36% of 360,000 active; C-X-C chemokine receptor type 6 (Homo sapiens), O00574; in the data active means inhibition above about 34%, passing the limit was not always enough;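 further: antagonist mode with CXCL16 agonist at 10 nM final; 0% = 10 nM CXCL16 with DMSO and 100% = unstimulated wells without agonist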
UBC13 polyUb: UBC13 polyubiquitin chain formation inhibitors, primary screen, biochemical, TR-FRET, uHTS; inhibition, % at 20 µM; Ubiquitin-conjugating enzyme E2 N (Homo sapiens), P61088; 0.47% of 330,000 active; in the data active means inhibition above about 45%, passing the limit was not always enough
Target sequence (P61088 whole entry, looked up): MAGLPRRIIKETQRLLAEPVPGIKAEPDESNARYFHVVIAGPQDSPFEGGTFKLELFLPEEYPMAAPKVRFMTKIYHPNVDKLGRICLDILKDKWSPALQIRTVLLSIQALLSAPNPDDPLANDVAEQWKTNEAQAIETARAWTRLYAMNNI
Numbers without * were called inactive; x = not tested or not shown.

SMILES	APJ antag	Gli-Sufu block	ATG4B inhibitor	CCR6 antagonist	EBI2 block	APJ agonist	CXCR6 block	UBC13 polyUb
CCOc1ccc(Nc2nc(Cc3nnc(SCC(=O)NCC4CCCO4)n3C)cs2)cc1 (stereo unspecified)	7	-15	-8	0	-2	4	8	-8
O=C(OCc1nc2ccccc2[n+]([O-])c1C(=O)c1ccccc1)c1ccco1	-4	2	-1	10	-12	-3	5	-10
COc1ccc(NS(=O)(=O)c2cccs2)cc1S(=O)(=O)N1CCOCC1	9	-14	9	-3	2	-1	8	0
O=C(O)COc1ccc(Br)cc1/C=N/O	1	18	6	8	-4	-3	14	6
COc1ccc(C(CNC(=O)c2ccc(OCc3ccccc3)cc2)N2CCOCC2)cc1 (stereo unspecified)	5	17	-13	7	3	-2	-5	8
CN(C)S(=O)(=O)Oc1ccccc1C(=O)Nc1ccc(F)cc1F	16	-9	-7	14	-4	-1	8	4
CN(C)c1ccc(C=NCCC2(O)CCOC(C)(C)C2)cc1 (stereo unspecified)	9	5	-2	-10	6	0	4	-2
O=C(CCN1N=C(c2ccccc2)CCC1=O)NCCCN1CCOCC1	4	-1	4	-5	-11	-1	2	10
CCc1ccc(OCC(=O)N2CCN(c3ccccc3F)CC2)cc1	-9	3	0	11	65*	1	4	0
COc1cc(NC(=O)c2ccc(Br)o2)c(C(=O)O)cc1OC	-14	0	-18	-5	-5	-2	4	-16
COc1ccc(CCN2C(=O)C3C4CC(C5C(C(=O)N/N=C\c6ccc(Cl)cc6)=NOC45)C3C2=O)cc1OC (stereo unspecified)	-16	2	-12	1	-5	3	-2	-13
Cc1ccc(S(=O)(=O)Nc2n[nH]nc2C(=O)NC2CCCCC2)cc1	22	-14	1	-5	-3	-3	2	3
CC(C)(C)c1ccc(-n2ncc3c2CCCC3NC(=O)CCN2CCCO2)cc1 (stereo unspecified)	2	8	-1	12	4	-5	-6	0
Cn1nccc1C(=O)NC1CCCc2c1cnn2-c1ccccc1F (stereo unspecified)	8	78*	-3	5	-8	6	-6	-2
CCOC(=O)c1ccc(NC(=S)N2CCN(C(=O)C3CCCO3)CC2)cc1 (stereo unspecified)	-1	-6	-5	-10	-12	5	8	-6
Nc1c(C(=O)O)sc2nc(-c3ccccc3)c3c(c12)CCCC3	14	-4	10	6	-6	-1	0	-14
CCOc1cccc(C(=O)NC(=S)Nc2ccc3c(c2)OCCO3)c1	10	-15	1	27	11	-2	11	-7
CN1CCN(C(=O)c2cc(Cl)cc(Cl)c2NC(=O)c2ccco2)CC1	-3	-3	-7	-13	-8	0	5	-3
CCOC(=O)c1ccc(NS(=O)(=O)c2cccc3nsnc23)cc1	2	-1	-3	23	1	-5	14	-4
O=C(Nc1ccc(F)cc1)N1CCN(c2ccc3nnc(-c4ccc(F)cc4)n3n2)CC1	-63	19	-12	-2	13	-1	0	24
CCOc1ccc(-n2cc(C(=O)NCc3ccco3)c3cc(OC)c(OC)cc3c2=O)cc1	-15	15	-1	-8	-17	4	-2	-6
COn1c(-c2ccccc2)c(C=O)c2ccccc21	-12	29	-6	-3	4	-3	-3	0
COc1ccc(OC)c(NCc2nnc(-c3ccccc3)o2)c1	-19	3	1	-7	-5	-5	2	-4
CCOC(=O)C(CCCCCCC(NC(C)=O)(C(=O)OCC)C(=O)OCC)(NC(C)=O)C(=O)OCC	-5	-1	-7	2	-3	1	-1	-2
CCN(CC)c1ccc(/C=N/OC(C)C(=O)Nc2ccc(C)cc2)cc1 (stereo unspecified)	1	-6	8	23	12	-2	9	-21
COC(=O)C1=C(O)/C(=C\c2cc(C)n(-c3ccccc3F)c2C)N=C1C	11	-7	-4	10	2	0	-4	-4
COc1ccccc1N1C(=O)C2C3C=CC(C3)C2C1=O (stereo unspecified)	8	-10	-15	4	-5	-1	0	6
CC(C)c1nc(SCC(=O)Nc2cccc(S(N)(=O)=O)c2)n[nH]1	-1	3	-5	0	-3	0	-2	2
O=C(Nc1ccc(-c2nc3cccnc3s2)cc1)c1cccnc1Cl	-8	-141	-13	-3	16	0	2	10
O=C(NCCCCc1ccccc1)c1ccc(Br)cc1	0	-16	1	10	9	0	9	-8
O=C(COC(=O)CNC(=O)c1ccccc1F)NCCNC(=O)COC(=O)CNC(=O)c1ccccc1F	12	-13	0	3	-2	10	-1	-4
CCOC(=O)N1N=C(c2ccc(OC)cc2)CC1(O)C(F)(F)F (stereo unspecified)	9	-71	-11	-4	5	-4	0	-7
COc1cc(C2c3sc(=O)[nH]c3SC3C4CCC(C4)C23)ccc1O (stereo unspecified)	-24	-1	7	-3	10	-1	-12	12
CCCOc1ccc(NC(=O)CC2C(=O)N(c3ccc(OCC)cc3)C(=S)N2C2CC2)cc1 (stereo unspecified)	4	1	-4	9	1	7	1	-10
CC(C)(Oc1ccc(Cl)cc1)C(=O)NCC(c1cccs1)N1CCOCC1 (stereo unspecified)	-5	3	-6	0	9	1	2	7
CCCN(Cc1cc2ccc(C)cc2[nH]c1=O)C(=O)c1cccnc1	10	28	-1	-12	0	-7	-1	4
Cc1ccc(NC(=O)CSc2nc(N)c(-c3ccccc3)c(=O)[nH]2)cc1Cl	-16	8	13	7	-3	-3	4	-10
C=CCNc1nc(Cl)nc(Nc2ccc(OC)cc2OC)n1	-5	-13	-5	14	3	-3	5	4
Cc1cccc(Cl)c1OCCCn1ccnc1	2	6	0	1	-12	-3	3	0
COc1ccc(-n2nc3c(c2NC(=O)c2ccc(Br)o2)CS(=O)(=O)C3)cc1	-54	-8	-2	5	1	-1	-2	-13
CCCCC[C@@H]1C=C(C(=O)O)[C@H](c2ccc(OC)c(OC)c2)N1S(=O)(=O)c1ccc(C)cc1	-5	5	-4	1	0	-5	-1	-35
O=C(CN1CCCCC1)N1c2ccccc2CCc2ccccc21	8	4	5	-3	6	-4	-7	4
Cn1c(SCC(=O)CC(=O)Nc2ccccc2)nnc1-c1ccc(O)cc1	3	6	-7	13	-5	2	-6	-1
CC(NC(=O)CN(C)Cc1cccc(Cl)c1)c1ccccc1 (stereo unspecified)	20	-8	2	18	6	-5	3	4
CCOc1ccc(C(=O)NCC(=O)NNC(=O)CN(C)S(=O)(=O)c2ccc(Cl)cc2)cc1OCC	x	-4	-7	4	2	x	-2	x

EBI2 block: entries above that show a hit
smiles,APJ antag,ATG4B inhibitor,CCR6 antagonist,EBI2 block,APJ agonist,CXCR6 block,UBC13 polyUb
CCc1ccc(OCC(=O)N2CCN(c3ccccc3F)CC2)cc1,-9,0,11,65*,1,4,0

Remaining list, next part:
SMILES	APJ antag	Gli-Sufu block	ATG4B inhibitor	CCR6 antagonist	EBI2 block	APJ agonist	CXCR6 block	UBC13 polyUb
Cc1nnc(C)n1/N=C/c1cc2ccccc2nc1Cl	-4	0	-6	-9	3	-1	1	-3
O=S(=O)(NC1c2cccc3cccc(c23)C1N1CCNCC1)c1ccc(Cl)cc1 (stereo unspecified)	11	15	-2	11	-7	-4	1	2
COC(=O)N1C(=O)[C@@](c2ccccc2)(C(C)C)N1C(=O)OC	11	-2	-7	1	-2	3	5	0
CN1CCN(c2nnc(-c3cccs3)c3ccccc23)CC1	26	9	-8	0	-11	-5	-7	-17
CN1CCc2c(sc3c2C(=O)NC(c2cccs2)N3)C1 (stereo unspecified)	12	-4	-7	12	1	-4	1	-11
CCOC(=O)c1nnn(-c2nonc2N)c1CSc1ccccn1	-5	5	-2	14	-2	2	-6	-1
COc1ccc(CCN(Cc2cc3ccc(C)cc3[nH]c2=O)C(C)=O)cc1OC	6	-10	5	4	-6	-1	-12	-6
O=C(c1cnn2c(C(F)(F)F)cc(-c3cccs3)nc12)N1CCCC1	7	2	-12	9	9	-3	-7	4
Cc1onc(-c2ccccc2)c1CNS(=O)(=O)c1cccc(Br)c1	21	2	-8	13	-11	0	-1	8
CC(C)n1nnnc1C(c1ccc(F)cc1)N1CCN(C2CCCC2)CC1 (stereo unspecified)	x	2	-5	-3	5	x	1	x
Cn1c(-c2nonc2N)nc2ccccc21	-1	5	4	-6	15	0	-6	2
CC(C)C(=O)N1N=C(c2ccc(NS(C)(=O)=O)cc2)CC1c1cccs1 (stereo unspecified)	-5	3	22	2	-25	0	-9	13
O=[N+]([O-])c1cc(/C=N/n2c(-c3ccncc3)n[nH]c2=S)ccc1Cl	-10	15	-10	10	-1	-1	-1	-11
O=C(NC1CCCC1)C1c2ccccc2C(=O)N1CCCN1CCOCC1 (stereo unspecified)	2	6	-3	-6	2	2	-4	-7
CC(C)N(C(=O)[C@H]1C[C@H](CC(=O)NCc2cccc(C(F)(F)F)c2)C(=O)N2CCc3c([nH]c4cc(CCC(=O)N(C)C)ccc34)[C@]12C)C(C)C	x	9	5	25	8	x	7	x

Entries of single compounds as entered above:
CN1CCc2c(sc3c2C(=O)NC(c2cccs2)N3)C1 (stereo unspecified) as listed: APJ antag: 12; Gli-Sufu block: -4; ATG4B inhibitor: -7; CCR6 antagonist: 12; EBI2 block: 1; APJ agonist: -4; CXCR6 block: 1; UBC13 polyUb: -11
CC(C)C(=O)N1N=C(c2ccc(NS(C)(=O)=O)cc2)CC1c1cccs1 (stereo unspecified) as listed: APJ antag: -5; Gli-Sufu block: 3; ATG4B inhibitor: 22; CCR6 antagonist: 2; EBI2 block: -25; APJ agonist: 0; CXCR6 block: -9; UBC13 polyUb: 13
O=C(c1cnn2c(C(F)(F)F)cc(-c3cccs3)nc12)N1CCCC1 as listed: APJ antag: 7; Gli-Sufu block: 2; ATG4B inhibitor: -12; CCR6 antagonist: 9; EBI2 block: 9; APJ agonist: -3; CXCR6 block: -7; UBC13 polyUb: 4

(further entries)
SMILES	APJ antag	Gli-Sufu block	ATG4B inhibitor	CCR6 antagonist	EBI2 block	APJ agonist	CXCR6 block	UBC13 polyUb
COc1ccccc1NC(=O)c1cc[n+]([O-])cc1	-18	13	-5	15	-8	1	-7	-8
O=C(Cn1cnc2cc([N+](=O)[O-])ccc2c1=O)NC1CCS(=O)(=O)C1 (stereo unspecified)	-14	3	-3	-5	2	-1	-6	-12
CC(CC(=O)Nc1ccc(Cl)c(S(=O)(=O)N2CCOCC2)c1)c1ccccc1 (stereo unspecified)	-17	46	2	8	1	-2	-12	3
O=C(NNC(=O)c1ccco1)Nc1ccccc1	13	-6	-3	-1	-9	0	-4	-9
O=C(CCNC(=O)c1ccccc1Cl)NCCc1ccc(Cl)cc1	11	5	-10	9	1	-2	0	10
COc1ccc(CNC(=O)CCSCc2ccc(C)cc2)cc1	5	44	-5	7	6	-1	7	15
CC[C@]12c3[nH]c4ccc(Cl)cc4c3CCN1C(=O)[C@@H](CC(=O)NCCCOC)C[C@@H]2C(=O)N1CCN(C(=O)C2CC2)CC1	x	-10	2	23	-4	x	6	x
O=C(N/N=C/c1c[nH]c2ccc(Br)cc12)c1ccccn1	-3	0	-18	13	-22	-1	2	-13
O=C(c1ccco1)N1CCN(C(c2ccc(F)cc2)c2nnnn2CC2CCCO2)CC1 (stereo unspecified)	19	-3	1	-2	-1	-3	-4	0
CS(=O)(=O)N1CCN(C(=O)c2ccc(Cl)s2)CC1	-12	-5	0	-9	-7	2	5	-7
CCC1CCCCN1C(=O)COC(=O)c1cc(Br)ccc1Cl (stereo unspecified)	-1	-4	-1	15	12	-4	12	3
Cc1ccc(NS(=O)(=O)c2ccc(C(=O)NCC(c3ccco3)N(C)C)cc2)cc1 (stereo unspecified)	-2	4	1	7	-3	10	-5	5
O=C(CCNS(=O)(=O)c1ccc2[nH]c(=O)oc2c1)NCc1ccc(F)cc1	-26	-24	-5	-2	-3	3	7	-1
Nc1ccc(C#Cc2ccc3oc4ccccc4c(=O)c3c2)cc1	5	-33	-5	5	8	-4	-5	25
